EPAC2 antagonist: antagonists of human EPAC2; Q8WZA2; EPAC2 GEF exchange of Rap1B-BODIPY-GDP, fluorescence; Potency, µM (top dose mostly 114 µM), for inactives: at the highest dose activity, negative = inhibition, most hits filed as inhibitors; hit rate 0.18% among 360,000; AID 720708; also: potency is read from the fitted curve at half-maximal effect; % is scaled to controls: 0 for no effect and ±100 for the full control effect; nearly all actives have a fitted effect of over 45% in size; many of its hits are not listed in these tables
Target sequence (Q8WZA2 whole entry, looked up): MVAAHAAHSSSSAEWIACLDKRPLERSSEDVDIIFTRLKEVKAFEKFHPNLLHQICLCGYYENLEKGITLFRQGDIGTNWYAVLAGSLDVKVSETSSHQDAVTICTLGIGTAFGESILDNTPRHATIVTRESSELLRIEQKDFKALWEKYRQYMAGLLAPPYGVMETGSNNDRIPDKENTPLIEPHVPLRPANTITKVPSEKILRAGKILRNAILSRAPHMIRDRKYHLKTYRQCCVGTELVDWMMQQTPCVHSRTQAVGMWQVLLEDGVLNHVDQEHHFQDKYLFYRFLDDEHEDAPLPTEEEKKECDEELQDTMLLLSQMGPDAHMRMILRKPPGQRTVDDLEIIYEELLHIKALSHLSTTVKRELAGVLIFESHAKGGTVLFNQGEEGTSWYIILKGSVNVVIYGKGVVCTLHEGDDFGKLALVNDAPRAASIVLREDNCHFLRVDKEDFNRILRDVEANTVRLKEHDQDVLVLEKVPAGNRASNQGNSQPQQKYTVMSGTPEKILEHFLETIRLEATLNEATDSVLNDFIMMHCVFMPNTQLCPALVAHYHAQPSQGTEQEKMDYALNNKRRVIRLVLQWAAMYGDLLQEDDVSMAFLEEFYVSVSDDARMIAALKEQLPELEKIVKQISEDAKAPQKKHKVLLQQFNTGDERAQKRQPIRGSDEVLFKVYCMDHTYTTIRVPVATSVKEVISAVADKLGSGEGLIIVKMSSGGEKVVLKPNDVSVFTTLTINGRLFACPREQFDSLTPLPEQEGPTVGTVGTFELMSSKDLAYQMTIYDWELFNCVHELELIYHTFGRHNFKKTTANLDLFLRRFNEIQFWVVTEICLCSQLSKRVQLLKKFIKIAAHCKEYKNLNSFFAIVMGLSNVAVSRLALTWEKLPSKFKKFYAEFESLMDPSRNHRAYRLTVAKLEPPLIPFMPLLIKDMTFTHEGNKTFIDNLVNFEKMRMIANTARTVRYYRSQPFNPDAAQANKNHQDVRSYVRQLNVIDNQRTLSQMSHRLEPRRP
Nrf2 activator: activators of Nrf2 (ARE) signaling; AID 624171; AREc32 ARE-luciferase reporter (MCF7-derived line), luminescence, 24 h; hit rate 0.31% among 410,000; Potency, µM (top dose mostly 46.1 µM), for the others: top-dose activation, hits mostly activators; also: potency is read from the fitted curve at half-maximal effect; % of control where 0% means no effect; nearly all actives have a fitted effect of over 65% in size
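For detection, Steady-Glo was added and plates sat 30 min at RT; before that, AREc32_Fluc cells grown overnight in OPTI-MEM/5% FBS had been treated with 23 nL compound for 24 hr at 37 deg C.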
Nrf2 block: blocks Nrf2 signaling. hit rate 2.1% among 360,000. A549 ARE-Fluc reporter, luciferase luminescence, 18-24 h. Potency, µM (highest dose often 46 µM), inactives show top-dose activity change, negative = inhibition, most hits filed as inhibitors; also: potency is read from the fitted curve at half-maximal effect; % is scaled to controls: 0 for no effect and ±100 for the full control effect; nearly all actives have a fitted effect of over 60% in size
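A549 ARE_Fluc cells (5000/well, 5% FBS OPTI-MEM) pre-incubated 2 h, then treated with compounds 18-24 h at 37C/5% CO2 in concentration-response. CellTiter-Fluor viability read first; BugLite luciferase luminescence after 15 min at room temperature gives Nrf2 activity.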
CCT chaperon mod: modulators of cytosolic chaperonin (CCT/TRiC) activity; purified chaperonin ATPase assay, HTRF ADP detection, 30 min; activity change, % (concentration not given with the values), hits read low; hit rate 0.3% among 360,000; in the data active = activity change below about -30%; also: % is scaled to controls: 0 for no effect and ±100 for the full control effect
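First, chaperonin was dispensed at 40 nM or 20 nM final depending on batch activity. Next, compounds were pinned at 76 uM and ATP added at 10 uM. After 30 min at 37 °C, ADP detection reagents ran 30 min at ambient temperature.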
EPAC2 ag: EPAC2 (human) agonism. Q8WZA2. EPAC2 activation, biochemical qHTS; response scale: 100% = 6.5 mM cAMP response. hit rate 0.079% among 360,000. Potency, µM (highest dose often 154 µM), for the others: at the top dose activation, most hits filed as activators; also: potency is read from the fitted curve at half-maximal effect; nearly all actives have a fitted effect of over 50% in size
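Readout is BODIPY fluorescence (480 nm excitation, 540 nm emission), which falls as labeled GDP is exchanged off Rap1B. EPAC2 at 100 nM acted on 250 nM RAP1B-BODIPY-GDP with 50 uM GDP present.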
Akt phos inh: Akt phosphorylation inhibition; Neuro2A IGF-stimulated pAkt S473 HTRF, 20 min; hits give low values; activity change, % for hits at 50 µM; hit rate 0.32% among 360,000; in the data active = activity change below about -80%; inconclusive = mostly about -51% to -80%; also: % is scaled to controls: 0 for no effect and ±100 for the full control effect
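Neuro2A cells in DMEM with 0.5% FBS, overnight at 37 deg C, given compound at single 50 µM final, then IGF (6 nM final) for 20 min at 37 deg C. Lysed; phospho-Akt Ser473 by HTRF after 24 h, 665/615 ratio.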
TGFb SMAD3 inh: TGF-b pathway inhibition; hit rate 1.2% among 410,000; HepG2 CAGA-GFP TGF-b/SMAD3 reporter, GFP fluorescence, 18 h; TGF-beta stimulated, 500 pg/mL final; Potency, µM (doses to about 46.1 µM), inactives show at the top dose activity, negative = inhibition, hits mostly inhibitors; AID 588855; also: potency is read from the fitted curve at half-maximal effect; % is scaled to controls: 0 for no effect and ±100 for the full control effect; nearly all actives have a fitted effect of over 65% in size
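HEPG2 CAGA-GFP reporter cells (1000/well, DMEM with 1% FBS) received compounds, then recombinant TGF-beta at 500 pg/mL final for 18 hours at 37 degrees C. Per-cell GFP summed per well was normalised to unstimulated and stimulated DMSO controls before curve fitting.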
A549 tox: kills or reduces viability of A549 cells in Nrf2 counter-screen | hit rate 0.16% among 390,000 | AID 504648 | Potency, µM (top dose mostly 46 µM), inactives show at the highest dose activity change, negative = cytotoxicity, usual class: inhibitors | A549 ARE-Fluc cells, CellTiter-Fluor viability, 18-24 h; also: potency is read from the fitted curve at half-maximal effect; % is scaled to controls: 0 for no effect and ±100 for the full control effect
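A549 ARE-Fluc cells in 5% FBS OPTI-MEM, 5000 cells/well, rested 2 h then exposed to compounds in concentration-response for 18-24 h at 37 °C. Viability by CellTiter-Fluor fluorescence (Ex 405/Em 525) after 30 min; luciferase luminescence (BugLite, 15 min, RT) read afterwards.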
Mm-Cpn inhibitor: inhibitors of Methanococcus maripaludis chaperonin (MmCpn); Potency, µM (series often up to 76.9 µM), for the others: at the highest dose activity, negative = inhibition, usual class: inhibitors; hit rate 0.031% among 330,000; purified Mm-Cpn ATPase, ADP Transcreener TR-FRET; also: potency is read from the fitted curve at half-maximal effect; % is scaled to controls: 0 for no effect and ±100 for the full control effect; nearly all actives have a fitted effect of over 80% in size
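Eu-cryptate anti-ADP/ADP-d2 competition gives a ratio inversely related to ADP. Enzyme at 25 nM was pre-exposed to compound for 10 min, then given 10 uM ATP for 30 min, 37°C throughout.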
An asterisk follows results filed as active; i = inactive; ? = inconclusive; · = no result given; [ ] = remark or other dose. Unless noted, calls follow the shape of the dose curve; as a rule, active = well fitted curve in the direction sought with a large enough effect; inconclusive = small, poorly fitted or top-dose-only effect, or another doubt; inactive = no such curve, though single readings can be large; an effect the other way counts as inactive or inconclusive.

Every second line gives: Akt phos inh, EPAC2 antagonist, CCT chaperon mod, TGFb SMAD3 inh, A549 tox, Mm-Cpn inhibitor, Nrf2 activator, EPAC2 ag, Nrf2 block
O=[N+]([O-])c1ccc(Sc2ccc(F)cc2)nc1
 : i, 4%, 0.5, ?, -1%, ·, 4.2%, 1%, 6%
O=C(c1cccc(S(=O)(=O)Nc2cccc(C(F)(F)F)c2)c1)N1CCOCC1
 : i, 1%, -2.9, 21%, 0%, 2%, -1.0%, 14%, 5%
O=[N+]([O-])c1ccc(CSc2ccc(S(=O)(=O)N3CCCCCC3)cn2)cc1
 : i, 1%, -1.6, ?, 1%, -2%, -0.1%, 8%, ?
O=C(NCc1ccccc1)c1[nH]c(C(F)(F)F)nc1-c1ccccc1
 : i, 5%, 0.7, 1%, ·, ·, -0.9%, 17%, ·
Clc1cccc(-c2ccc(CNCCCN3CCOCC3)o2)c1
 : i, 3%, -0.4, 3%, 16%, 1%, -0.1%, -1%, 5%
Cc1cc(C)c(S(=O)(=O)N2CCN(C(=O)N3CCOCC3)CC2)c(C)c1
 : i, 3%, -1.1, 0%, -5%, -25%, 0.3%, 4%, -1%
N#CC1=C(N)Oc2[nH]c(=S)[nH]c(=O)c2C12C(=O)Nc1ccccc12 (stereo not drawn)
 : i, 2%, -1.0, ?, -5%, -1%, 12%, 12%, ?
COc1cc(/C=N/NC(=S)NCCN2CCOCC2)cc(OC)c1OC
 : i, 0%, 0.4, 20%, -1%, 0%, 0.2%, 7%, -19%
Cc1ccc(NC(=O)CC(=O)Nc2ccc(C)cc2)cc1
 : i, 5%, 0.8, -26%, -1%, 0%, -1.2%, -2%, 9%
CCOc1ccc(CN2C(=O)c3ccccc3Sc3ccc(C(=O)NC4CCC(C)CC4)cc32)cc1 (stereo not drawn)
 : ·, ·, ·, 5%, 1%, ·, -0.2%, ·, 18%
O=C(NCC(F)(F)F)[C@H]1O[C@@H](n2ccc(=O)[nH]c2=O)[C@H](O)[C@@H]1O
 : i, 10%, -2.3, 9%, ·, ·, -1.3%, 10%, ·
COc1ccc(-c2ccc(C)cc2)cc1[C@H]1[C@H]2C=CC[C@@H](C)[C@@H]2C(=O)N1Cc1ccccc1
 : i, -17%, 1.5, -14%, -1%, 0%, 0.2%, 5%, 7%
COc1cc(CNC(=O)C2CC(O)CN2C(=O)Nc2ccccc2)cc(OC)c1OC (stereo not drawn)
 : i, 10%, 0.5, -9%, ·, ·, -0.1%, 12%, ·
O=C1CCC(C(=O)Nc2ccccc2N2CCOCC2)=NN1
 : i, -5%, -2.2, -4%, 1%, 0%, -0.5%, 2%, 2%
Cc1cccc(OCc2nnc(SCC(=O)Nc3ccc(C)c(Cl)c3)o2)c1
 : i, -2%, 0.5, -22%, 0%[1.84 µM], 1%, 0.1%, -6%, -6%
O=C1Nc2c(ccc(Cl)c2Cl)C(=O)C1(F)c1ccccc1 (stereo not drawn)
 : i, -16%, 0.0, -2%, -1%, -2%, ?, 9%, ?
CCOC(=O)/C(N=Nc1ccc2c(c1)OCO2)=C(\C)O
 : i, 3%, 0.5, -14%, -24%, 1%, 3.5%, 3%, ?
O=C(COc1ccccc1Cl)N(Cc1ccco1)Cc1ccco1
 : ·, ·, ·, -2%, 13%, ·, 13%, ·, 3%
Cc1cc(C(=O)NNc2c(Cl)cccc2Cl)no1
 : i, -4%, -5.0, 2%, 0%, -1%, 0.1%, 12%, 0%
CCOC(=O)N1CCN(C(=O)CSc2ncnc3ccccc23)CC1
 : i, -9%, 0.5, -1%, -1%, -3%, 0.0%, 4%, ?
CC(C)[C@H](NC(=O)CCCn1nnc2ccccc2c1=O)C(=O)O
 : i, 11%, -1.6, 12%, -7%, 0%, 0.3%, -2%, 5%
CCN(CC(=O)Nc1c(F)cccc1F)C(=O)c1ccc(-n2cncn2)c([N+](=O)[O-])c1
 : i, -6%, -3.5, -4%, 2%, -1%, 0.2%, -1%, -11%
Cc1oc2cc3oc(=O)ccc3cc2c1C
 : i, -11%, -1.1, 6%, 0%, 0%, 12%, -5%, -18%
c1ccc(CNc2ccccn2)cc1
 : i, 4%, -0.5, 5%, -1%, -1%, -0.1%, -5%, 19%
O=S(=O)(NCCOc1ccccc1)c1ccc2ccccc2c1
 : i, 9%, -1.3, -16%, -25%, -3%, 0.4%, -3%, ?
CC(C)(C)NC(=O)N1CCN(c2ncccc2C(F)(F)F)CC1
 : i, 5%, 1.6, 15%, 10%, -16%, -0.2%, 5%, 10%
C#CCN(C(=O)c1cc(COc2cccc(C(F)(F)F)c2)on1)C1CCCCC1
 : i, -14%, -4.4, ?, -10%, 1%, -0.5%, -3%, ?
O=C(CN1C(=O)/C(=C2\SC(=S)N(C3CCS(=O)(=O)C3)C2=O)c2ccccc21)Nc1ccccc1 (stereo not drawn)
 : i, 1%, 0.9, 13%, -6%, 2%, 0.0%, -1%, 4%
CC(=O)NNC(=O)c1[nH]c2ccc(Cl)cc2c1-c1ccccc1
 : i, -1%, 2.2, ?, -1%, 1%, 4.1%, 3%, -4%
O=C(NCCc1ccccc1)c1oc2ccccc2c1COc1ccccc1
 : i, -2%, 0.5, ?, -8%, 1%, 3.2%, 0%, -9%
Cc1ccc(NC(=O)c2cc(NC(=O)c3ccco3)ccc2N2CCOCC2)cc1
 : i, -4%, -1.4, 0%, -10%, 2%, -0.6%, -4%, ?
CC(=O)c1ccc(-n2nnnc2SCC(=O)Nc2cccc(NC(=O)c3ccco3)c2)cc1
 : ·, -5%, 1.5, -3%, -13%, -4%, 7.0%, -85%[inhibitor][15.6 µM], 23µM*
N#Cc1c(-c2ccco2)cc(-c2cccnc2)nc1N
 : i, 11%, 0.1, -7%, ·, -2%, ?, -4%, -16%
CCCCc1cc(=O)oc2cc(C)cc(OC(C)C(=O)NCc3cccnc3)c12 (stereo not drawn)
 : i, 3%, 0.8, -1%, -1%, -2%, 0.1%, 3%, -8%
O=[N+]([O-])c1ccc(Cl)c(S(=O)(=O)Nc2ccc(S(=O)(=O)N3CCOCC3)cc2)c1
 : i, 2%, 0.0, 1%, -1%, 1%, 3.7%, -1%, -6%
CSc1nc2sc3c(c2c(=O)[nH]1)CCC3
 : i, 1%, 1.1, -21%, -2%, ?, -0.5%, -6%, ?
CS(=O)(=O)N1CCN(C(=O)c2ccc(F)cc2)CC1
 : ·, 21%, 0.6, 1%, 2%, -1%, 0.3%, 6%, 3%
CC(C)CCC(C(=O)NC(C)c1ccccc1)C(=O)NC(C)c1ccccc1 (stereo not drawn)
 : i, -14%, -0.1, 7%, 1%, 2%, 0.2%, 13%, 7%
CCOc1ccccc1CNC(=O)Cc1ccc(NC(=O)N2CCCCc3ccccc32)cc1
 : ·, ·, ·, ?, -1%, ·, -0.1%, ·, -5%
O=C(COc1ccc(Br)cc1)N(Cc1nnc(-c2ccccc2Cl)o1)C1CC1
 : i, -12%, -1.5, -10%, ·, ·, 0.5%, 22%, ·
CCN(CC(=O)Nc1ccc(NC(C)=O)cc1)C(=O)CCCOc1cccc(C)c1
 : i, -2%, -5.4, -9%, -2%, 2%, -0.5%, -2%, ?
O=C(O)c1cccc(N/N=C/c2cc(Br)cc(Br)c2O)c1
 : i, -24%, -1.2, ?, 1%, 3%, 3.2%[9.22 µM], -7%, ?
COc1ccc(Br)cc1CSC(=N)N
 : i, 1%, 2.5, -6%, -19%, -3%, -0.2%[9.22 µM], 5%, -2%
C=CCNc1ncnc2c1ncn2[C@H]1CN(Cc2cc(OC)c(OC)c(OC)c2)C[C@@H](CO)O1
 : i, 5%, 0.1, 3%, ·, ·, 0.4%, 2%, ·
CCCCNc1c([N+](=O)[O-])ncn1C
 : i, 0%, -0.9, 23%, -9%, 1%, -0.6%, 16%, 2%
COc1ccc(N(CC(=O)NCCSCc2ccc(C)cc2)S(=O)(=O)c2ccccc2)cc1
 : i, 12%, 0.5, -23%, ?, 0%, 3.3%, 8%, ?
O=C(Nc1ccc(Nc2ccccc2)cc1)c1ccc(Cl)c([N+](=O)[O-])c1
 : i, -5%, 0.5, ?, 2%, 1%, 19%, 14%, -5%
O=C(NC12CC3CC(CC(C3)C1)C2)N1CCCC(CO)C1 (stereo not drawn)
 : i, 1%, -0.6, 3%, -6%, 1%, 0.1%, -9%, ?
CN(C(=O)c1cccc(NC(=O)Cc2ccc(NC(=O)C3CCN(C(=O)CCc4ccccc4)CC3)cc2)c1)C1CC1
 : i, 10%, -2.4, ?, 2%, ·, 4.8%, -1%, -1%
CCOC(=O)C1CCCN(C(=O)CSc2nc(C)cc(C)n2)C1 (stereo not drawn)
 : i, -4%, -3.1, -22%, -5%, -1%, 2.5%, 11%, 0%

Compound profiles (already shown). Screens in order: Akt phos inh, EPAC2 antagonist, CCT chaperon mod, TGFb SMAD3 inh, A549 tox, Mm-Cpn inhibitor, Nrf2 activator, EPAC2 ag, Nrf2 block
COc1ccc(Br)cc1CSC(=N)N is listed with i, 1%, 2.5, -6%, -19%, -3%, -0.2%[9.22 µM], 5%, -2%
CCCCc1cc(=O)oc2cc(C)cc(OC(C)C(=O)NCc3cccnc3)c12 (stereo not drawn) is listed with i, 3%, 0.8, -1%, -1%, -2%, 0.1%, 3%, -8%
O=C(Nc1ccc(Nc2ccccc2)cc1)c1ccc(Cl)c([N+](=O)[O-])c1 is listed with i, -5%, 0.5, ?, 2%, 1%, 19%, 14%, -5%
O=C(CN1C(=O)/C(=C2\SC(=S)N(C3CCS(=O)(=O)C3)C2=O)c2ccccc21)Nc1ccccc1 (stereo not drawn) is listed with i, 1%, 0.9, 13%, -6%, 2%, 0.0%, -1%, 4%
COc1cc(/C=N/NC(=S)NCCN2CCOCC2)cc(OC)c1OC is listed with i, 0%, 0.4, 20%, -1%, 0%, 0.2%, 7%, -19%

A portion of the library. The share of hits here may be higher or lower than overall.
